# Screening data from PubChem BioAssay.
# Growth percent in the NCI-60 one-dose screen (48 h, 10 µM unless noted): 100 = growth as untreated, 0 = no growth, -100 = all killed.
# T-47D = T-47D breast cancer. hit rate 5% among 79,000
# BT-549 = BT-549 breast cancer. hit rate 4.4% among 78,000
# MALME-3M = MALME-3M melanoma; hit rate 5.8% among 78,000; AID 1794766
# HS 578T = HS 578T breast cancer; hit rate 4.1% among 78,000
# UACC-62 = UACC-62 melanoma; AID 1794756; hit rate 5.4% among 81,000
# LOX IMVI = LOX IMVI melanoma. AID 1794757. hit rate 7.4% among 79,000
# UACC-257 = UACC-257 melanoma | hit rate 4.4% among 78,000
# SK-MEL-2 = SK-MEL-2 melanoma; hit rate 4.7% among 77,000; AID 1794763
# * hit, by the source's call; x = not tested or not shown; & = joins results of further samples; ! = a repeat was not active; [ ] = another dose, or the depositor's remark. How the source made its calls: active means growth percent below 10; inactive means the rest.
SMILES,T-47D,BT-549,MALME-3M,HS 578T,UACC-62,LOX IMVI,UACC-257,SK-MEL-2
O=C(O)c1ccc(-c2nn(-c3ccc(C(F)(F)F)cc3)cc2CNc2ccc(Oc3ccccc3)cc2)cc1,65,91,107,96,78,82,102,90
COc1cc2c(cc1-c1c(C)noc1C)ncc1nc(C3CCCC3)n([C@H](C)COC(F)F)c12,30,55,71,11,21,13,32,68
COc1ccc(/C=C2/SC(N3CCN(c4ccc([N+](=O)[O-])cc4)CC3)=NC2=O)cc1,90,92,100,103,84,94,101,106
Nc1c(O)cc(S(=O)(=O)O)c2ccccc12,110&98,108&99,138&105,94&91,98&96,93&107,102&99,98&94
C=C(C)[C@@H]1CC[C@]2(C(=O)O)CC[C@]3(C)[C@H](CC[C@@H]4[C@@]5(C)C[C@@H](CC#Cc6ccccc6N)[C@H](O)C(C)(C)[C@@H]5CC[C@]43C)[C@@H]12,83,99,101,104,95,98,90,91
O=C1CSC(c2cccs2)N1c1nncs1 (configuration not stated),105,100,121,116,103,97,x,106
O=C(O)c1ccc2ccccc2c1C(=O)O,79,98,96,118,102,86,84,113
Nc1nnc(CSCc2ccc(Cl)cc2)s1,97,x,103,105,90,110,95,114
CC(=O)CC(=O)OCC1COCO1 (configuration not stated),108,103,111,x,98,101,105,105
COc1ccc(C(C#N)c2ccc(OC)c(OC)c2)cc1 (configuration not stated),73,91,111,106,96,95,x,97
CC(C)(C)c1ccc(NC(=O)Nc2cc(C(F)(F)F)cc(C(F)(F)F)c2)c(-c2nn[nH]n2)c1,95,104,101,94,95,97,102,100
O=C(CSc1nc2ccccc2[nH]1)Nc1ccc(-c2nc3ccccc3s2)cc1,38,86,86,90,69,78,67,104
Cc1ccccc1CN1C(=O)C2=C(CCNC2)N2CCN=C12,89,103,103,101,105,97,97,104
NS(=O)(=O)c1ccc(Nc2nc(SCC(=O)c3ccccc3)nc3c2CCCC3)cc1,91,102,85,94,92,92,103,100
COc1ccc(/C=C(\C#N)n2nnc3cc(Cl)ccc32)cc1,17,-1.8*,35,-8.6*,9.5*,-46*,53,26
N#Cc1c(-c2ccc(Cl)cc2)cc(-c2cc(O)ccc2O)nc1N,8.3*,23,30,28,-26*,-56*,x,31
Cn1c(O)c(N=Nc2ccc(S(N)(=O)=O)cc2)c2cc(Cl)ccc21,87,104,96,104,95,99,118,104
C#CCNC(=O)[C@H](CC)[C@H]1CC[C@H](C)[C@H]([C@@H](C)[C@H](O)[C@H](C)C(=O)[C@H](CC)C2O[C@]3(C=CC(=O)[C@]4(CC[C@@](C)([C@H]5CC[C@](O)(CC)[C@H](C)O5)O4)O3)[C@H](C)C[C@@H]2C)O1 (some centres not stated),42,41,49,35,41,32,68,45
CCC(C)[C@H](N)C(=O)Nc1cccc(-c2cc(=O)c3c(OC)c(OC)c(OC)cc3o2)c1 (some centres not stated),106,109,115,100,90,90,107,118
O=C(COc1ccc(/C=C2\CSc3ccccc3C2=O)cc1)c1ccc(Cl)cc1,95,110,99,109,83,95,121,95
OCCNC(Cc1ccccc1)C1CC=CCC1 (configuration not stated),62,97,90,100,92,98,90,71
O=C1N(Cc2cc(F)cc(C(F)(F)F)c2)c2ccccc2S(=O)(=O)N1c1cccnc1Cl,105,93,94,98,93,98,106,99
COc1cc(C(=O)/C=C/c2ccc(N3CCN(C)CC3)cc2)cc(OC)c1OC,96,100,86,94,87,90,99,107
COc1ccc2c(c1)c(C(=O)c1nc(-c3c[nH]c4ccc(Br)cc34)no1)cn2C,72,90,78,83,87,92,90,106
Cc1ccc(C(=O)NN2C(=O)CSC2c2cccc(Cl)c2)cn1 (configuration not stated),83,106,61,111,87,95,86,87

# Next results follow.
SMILES,T-47D,BT-549,MALME-3M,HS 578T,UACC-62,LOX IMVI,UACC-257,SK-MEL-2
CCOC(=O)CN1C2=C(C(=O)CC(C)(C)C2)C(c2cccs2)C2=C1CC(C)(C)CC2=O,89,105,108,100,82,97,102,x
CN1c2c(C(=O)O)cnn2CC1c1ccccc1 (configuration not stated),100,113,107,108,85,100,103,93
COc1cc2nccc(Oc3ccc(NC(=O)C4(C(=O)Nc5c(F)cc(F)cc5F)CC4)cc3)c2cc1Oc1ccc(N)cn1,29,74,59,26,24,49,54,81
N#Cc1ccc(-c2ccc(N)c(NC(=O)N3Cc4cc(CN5CCCC5)cnc4C3)n2)cc1,82,96,68,92,79,96,75,87
CC(C)[N+](C)(C)CC(O)COc1cccc2ccccc12 (configuration not stated),102,112,103,128,101,93,90,104
O=C1C2CC3C(CC2C(=O)[N]1[Sn]([c]1ccccc1)([c]1ccccc1)[c]1ccccc1)C1(Cl)C(Cl)=C(Cl)C3(Cl)C1(Cl)Cl (configuration not stated),-50*,-95*,-92*,-20*,-96*,-67*,-99*,-94*
O=C1C2CC(O)Cc3cc(F)ccc3N2C(=O)CN1CCO (configuration not stated),103,108,104,108,102,95,89,101
CS(=O)(=O)Oc1ccc(NC(=O)C23CC4CC(CC(C4)C2)C3)cc1,94,90,78,99,89,95,99,x
Cc1nn(-c2ccccc2)c2nc3c(c(-c4ccc(Cl)cc4)c12)CNC1(CCSCC1)N3,84,109,96,100,102,98,107,134
COc1ccc2c(c1)c(-c1nn3cc(-c4ccncc4)nc3s1)cn2C,42,72,90,87,69,66,116,104
CCOC(=O)c1c2c(c(C)n1Cc1ccccc1)-c1oncc1CC2,89,79,122,85,74,87,116,120
Cc1ccc2oc(=O)c(S(=O)(=O)Nc3ccc(S(=O)(=O)Nc4ncccn4)cc3)c(O)c2c1,93,103,104,102,95,95,96,105
Cc1ccc(O)c(C(C)(C)c2ccccc2)c1,110&94,x,92&100,114&109,93&96,88&100,107&95,99
O=C1/C(=C\c2cn(Cc3cccc4ccccc34)c3ccccc23)c2ccccc2N1c1c(Cl)cccc1Cl,104,113,98,97,96,104,97,103
C1CCCc2c(-c3n[nH]c4c3CCCCCC4)n[nH]c2CC1,x,96,95,100,87,83,101,111
N=C1C=C(N)C(=O)c2ccccc21,-46*,-99*,-84*,x,-96*,-100*,-77*,-54*
Cc1cc(C)c(Br)c(C)c1C,x,103,98,103,98,94,98,95
CN(C)c1ccc(/C=C(/C#N)C(N)=O)cc1,104,113,92,99,94,94,92,127
CCOP(=O)(OCC)/C(C#N)=C/c1cccc([N+](=O)[O-])c1,103,108,110,113,100,103,106,114
NCC(=O)OCc1ccccc1,91,107,95,108,103,93,95,100
CN(C)c1cccc2c(S(=O)(=O)Nc3cccc(-c4csc(NC(=O)CN5CCN(CCO)CC5)n4)c3)cccc12,49,57,99,84,43,68,47,81
CCOC(=O)C(C(=O)OCC)c1cccc2ccccc12,92,105,105,99,85,97,91,95
COc1cccc(C(=O)CSc2nc3sc4c(c3c(=O)n2-c2ccccc2)CCC(C)C4)c1 (configuration not stated),84,94,103,65,95,87,101,103
COc1ccc(C=NNc2nc(SCC(=O)Nc3nc4ccc(C)cc4s3)nc(-c3ccccc3)c2C#N)cc1,86,97,99,90,77,96,103,116
COC(=O)c1csc(C2OC(CO)C(O)C2O)n1 (configuration not stated),108,120,125,98,104,108,107,127

# Random excerpt: 5 records from the list
SMILES,T-47D,BT-549,MALME-3M,HS 578T,UACC-62,LOX IMVI,UACC-257,SK-MEL-2
O=C1C2CC(O)Cc3cc(F)ccc3N2C(=O)CN1CCO (configuration not stated),103,108,104,108,102,95,89,101
NS(=O)(=O)c1ccc(Nc2nc(SCC(=O)c3ccccc3)nc3c2CCCC3)cc1,91,102,85,94,92,92,103,100
COc1ccc(/C=C2/SC(N3CCN(c4ccc([N+](=O)[O-])cc4)CC3)=NC2=O)cc1,90,92,100,103,84,94,101,106
COc1ccc2c(c1)c(-c1nn3cc(-c4ccncc4)nc3s1)cn2C,42,72,90,87,69,66,116,104
Cc1ccccc1CN1C(=O)C2=C(CCNC2)N2CCN=C12,89,103,103,101,105,97,97,104

# One compound at a time, as listed above. Order of values: T-47D	BT-549	MALME-3M	HS 578T	UACC-62	LOX IMVI	UACC-257	SK-MEL-2
# COc1ccc(C=NNc2nc(SCC(=O)Nc3nc4ccc(C)cc4s3)nc(-c3ccccc3)c2C#N)cc1 in the list: 86	97	99	90	77	96	103	116
# N#Cc1ccc(-c2ccc(N)c(NC(=O)N3Cc4cc(CN5CCCC5)cnc4C3)n2)cc1 in the list: 82	96	68	92	79	96	75	87

# Following part.
SMILES,T-47D,BT-549,MALME-3M,HS 578T,UACC-62,LOX IMVI,UACC-257,SK-MEL-2
Cn1c(SCC(=O)N/N=C/c2ccc(C(F)(F)F)cc2)nc2ccccc2c1=O,45,74,87,87,69,x,73,89
CCC(CC)C(=O)O,93,107,90,111,109,103,96,118
CC(=O)c1ccc(Nc2nc(NCCO)nc(NCCO)n2)cc1,86,102,97,x,111,94,92,x
O=C(CN1CCCc2ccccc21)NNC(=O)c1cc2ccccc2o1,76,x,102,82,86,101,113,92
Cc1ccc[n+](CC(=O)c2ccccc2)c1,90,97,110,94,105,94,99,102
CC1(C)CC(=O)C2=C(C1)Nc1cc3c(cc1C2c1ccc(F)cc1)OCO3 (configuration not stated),85,110,81,88,99,99,110,91
CCc1nc(N)nc(N)c1C#CC(C)c1cc(-c2ccnc(C)c2)c2oc(C)nc2c1 (configuration not stated),9.6*,18,37,26,-12*,-19*,31,30
Nc1ncc(-c2ccc3ncnc(N4CCc5cc(F)c(Cl)cc54)c3c2)cn1,8.8*!,34,34&54,-13*!,22&24,9.7*!,51&68,17&67
O=c1nc(NC(=S)Nc2ccn([C@H]3CC[C@@H](CO)O3)c(=O)n2)ccn1[C@H]1CC[C@@H](CO)O1,101,103,95,95,104,96,92,105
Cc1cc2[nH]c(=O)c(=O)[nH]c2cc1C,92,95,110,114,102,106,99,108
Cc1ccc(S(=O)(=O)NCc2ccccc2)cc1,109,134,134,95,105,108,122,117
N=C(N)c1ccc(OCCSCCOc2ccc(C(=N)N)cc2)cc1,50,11,52,85,67,91,76,82
COc1cc(CCN=Cc2ccccc2O)c([N+](=O)[O-])cc1OC,98,91,90,114,109,99,x,102
COc1cc2c(cc1OC)C(=O)/C(=C/c1cccc(OCC(=O)c3ccccc3)c1)C2,55,49,145,77,68,72,95,44
COc1ccccc1/C=N/N=C(\C)c1nnn(-c2ccc([N+](=O)[O-])cc2)c1C,102,108,108,109,92,99,103,115
COc1ccc(C(=O)N2c3ccccc3Sc3ccccc32)c(F)c1,40,23,47,16,23,40,67,x
Cc1csc(N/N=C/c2ccncc2)n1,94,105,117,104,93,100,78,98
CC(=O)c1cc(O)c2ccccc2c1O,87,92,96,123,101,79,97,103
CC(=O)Nc1c(C)ccc([N+](=O)[O-])c1C,105,103,81,93,102,106,112,101
c1ccc2c(-c3nc(-c4c[nH]c5ncccc45)cs3)c[nH]c2c1,94,97,x,110,97,x,109,102
O=C1/C(=C/c2ccccc2Cl)SC(=S)N1C1c2ccccc2Oc2ccccc21,78,79,112,105,x,94,91,107
CCn1c(=O)oc2ccc(Cl)cc21,110,108,106,104,103,102,x,118
Oc1ccc(CSc2nnc(-c3ccc(Oc4ccccc4)cc3)o2)c2cccnc12,7.8*,50,71,10,23,20,45,40
COC(=O)c1cc(-c2ccccc2)[nH]c1N/N=C/c1c(Cl)cccc1Cl,38,24,-15*,-30*,42,21,51,-4.4*
NC(CC(=O)O)C(=O)O (configuration not stated),116,121,139,111,110,101,98,101

# Some values from above:
# In LOX IMVI, CC1(C)CC(=O)C2=C(C1)Nc1cc3c(cc1C2c1ccc(F)cc1)OCO3 (configuration not stated) reads 99
# In BT-549, COC(=O)c1cc(-c2ccccc2)[nH]c1N/N=C/c1c(Cl)cccc1Cl reads 24
# In SK-MEL-2, Cn1c(SCC(=O)N/N=C/c2ccc(C(F)(F)F)cc2)nc2ccccc2c1=O reads 89

# (list continues)
SMILES,T-47D,BT-549,MALME-3M,HS 578T,UACC-62,LOX IMVI,UACC-257,SK-MEL-2
CN1CCc2c(sc3nc4n(-c5ccc(Cl)cc5)c(=O)c(=O)[nH]n4c(=O)c23)C1,93,99,95,114,105,88,x,95
COC(=O)C1=C(C)Nc2ncnn2C1c1ccccc1 (configuration not stated),101,x,96,107,107,98,101,x
CC1=NC(C(=O)O)CC1C (configuration not stated),82,100,107,105,108,108,113,119
Cc1nc2cc(Nc3nc(Nc4ccc(F)cc4)nc(N4CCCC4)n3)ccc2n1Cc1ccccc1,-31*,-14*,-62*,31,x,-86*,-23*,-58*
COc1ccc(Cc2nnc3sc(SCc4ccccc4)nn23)cc1,x,x,109,104,104,84,99,101
c1csc(-c2cn3ccnc3c(-c3ccc4ncn(C5CCCCC5)c4c3)n2)c1,30,88,x,106,75,99,110,105
Cc1cc(C(=O)NNC(C)Cc2ccccc2)no1 (configuration not stated),98,115,94,109,104,102,104,101
O=C(O)c1ccccc1NC1SC(=O)N(c2ccccc2)C1=O (configuration not stated),88,98,86,x,89,x,95,96
C#CCOc1ccc(C(Nc2ccc(F)cc2)c2nnnn2C2CCCCC2)cc1 (configuration not stated),86,99,103,94,81,88,96,97
S=C(NCc1cccnc1)Nc1ccc(Cl)c(Cl)c1,87,100,94,112,96,93,70,98
COc1ccc(NC(=O)Nc2ccc(OCC(=O)N=Nc3c(O)[nH]c4ccc(Cl)cc34)cc2)cc1,82,130,72,92,78,x,105,111
COC(=O)[C@]12CCC(C)(C)C[C@H]1[C@]13O[C@H](C1=O)[C@@H]1[C@@]4(C)CC[C@H](OC(C)=O)C(C)(C)[C@@H]4CC[C@@]1(C)[C@]3(C)CC2,72[100 µM],109[100 µM],101[100 µM],93[100 µM],73[100 µM],95[100 µM],90[100 µM],95[100 µM]
O=C(O)c1cc2c([nH]c3ccc(Cl)cc32)c(=O)s1,115,108,96,88,94,98,104,108
CC1CC(O)CC(C)(C)C1.CC1CC(O)CC(C)(C)C1.CC1CC(O)CC(C)(C)C1.CC1CC(O)CC(C)(C)C1.[Ti] (configuration not stated),93,111,103,100,76,106,113,94
Cc1nn(C)c2ncnc(N/N=C/c3cccc(O)c3O)c12,19,31,-12*,52,-8.3*,5.0*,3.7*,31
CCN(CC)C(=O)Cn1ccc(NC(C)=O)nc1=O,93,102,98,109,97,93,104,107
